# TRPML3 agonist – human mucolipin-3 channel agonism | actives 0.29% (n = 220,000) | Q8TDD5 | HEK293 TRPML3-YFP, Fluo-8 calcium fluorescence; 100% = the carbachol control signal | activation, % at 3 µM;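 active = activation above its plate's cutoff, the mean activation of the plate's test wells plus 3 SD, cut at about 12% in these data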;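 also: 0% = DMSO only wells and 100% = carbachol wells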
#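 Material: TRPML3-YFP stable HEK293 cells | Dosing: One concentration, 3 µM nominal, 0.3% DMSO | Timing: 125 s total fluorescence read per well | Technique: Fluo-8 calcium dye fluorescence, ex 470-495, em 515-575 nm | Measure: Percent activation from peak-to-basal fluorescence ratio, scaled between DMSO and carbachol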
# Ba/F3 V617F tox – loss of viability in JAK2V617F-driven Ba/F3 cells. Ba/F3 EpoR-JAK2V617F viability, ATP luminescence. inhibition, % at 5.6 µM. actives 1.1% (n = 220,000). AID 1446;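 active = inhibition above the campaign mean plus 3 SD over all tested compounds, cut at about 24% in these data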;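 also: cytokine-independent growth of Ba/F3 cells driven by EpoR plus mutant JAK2; 0% = DMSO-treated cells and 100% = JAK inhibitor I control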
# Calpain2 inh – inhibitors of pig calpain II | purified calpain II, fluorogenic peptide substrate, 30 min | inhibition, % at 16 µM | actives 0.37% (n = 220,000) | AID 1236;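 active = inhibition above about 50%, limit read from the data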
# TRPN1 ag – activates the zebrafish TRPN1 channel. activation, % at 3 µM. HEK293 zebrafish TRPN1-YFP, Fluo-8 calcium fluorescence; 100% = response to 87 µM carbachol. actives 0.18% (n = 220,000);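 active = activation above its plate's cutoff, the mean activation of test wells on that plate plus 3 SD, cut at about 19% in these data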;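 also: 0% = DMSO alone and 100% = 87 µM carbachol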
#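 Material: zebrafish TRPN1-YFP in HEK293 cells. Doses: one dose of 3 µM, 0.3% DMSO. Incubation: dye 1 h 37 °C plus 30 min RT. Measured by: intracellular calcium fluorescence with Fluo-8.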
# S1P4 antag – blocks the human S1P4 receptor | inhibition, % at 4.98 µM | S1P4-expressing cells, antagonist mode, reporter read-out | AID 1510 | actives 0.26% (n = 220,000); in the data active = inhibition above about 29%;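 also: 0% = wells stimulated with agonist and 100% = vehicle wells without agonist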
# S1P4 agonist – human S1P4 receptor agonism; O95977; AID 1509; S1P4-expressing cell line, agonist reporter assay; actives 0.35% (n = 220,000); activation, % at 4.98 µM; in the data active = activation above about 11%;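 also: 0% = DMSO vehicle and 100% = reference agonist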
# EP2 mod – modulates human prostaglandin E2 receptor EP2 signaling; P43116; EP2-expressing cells, cAMP HTRF FRET, PGE2 co-stimulation; induction, % at 25 µM; actives 0.83% (n = 260,000);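 active = compounds whose cAMP rise, as percent of the full-agonist control response, exceeds 60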;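 also: rat C6 glioma line stably carrying human EP2 under a CMV promoter; the protocol text gives 20 µM as final concentration; 100% = response of wells given 1 µM PGE2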
# BaF3 parental – reduces parental Ba/F3 cell viability, JAK2V617F counter-screen. CellTiter-Glo ATP luminescence. inhibition, % at 5.6 µM. actives 1.1% (n = 220,000). AID 1486;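 active = inhibition above a per-campaign cutoff, the mean inhibition of all tested compounds plus 3 SD, cut at about 27% in these data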;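 also: 0% = DMSO wells and 100% = JAK Inhibitor I control wells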
# PERK inh – human PERK inhibition, primary cell-based screen; Q9NZJ5; actives 0.17% (n = 220,000); CHO PERK-DD fusion, SEAP luminescence translation reporter; inhibition, % at 5.6 µM; AID 1416;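 active = inhibition above the mean inhibition of all tested compounds plus 3 SD, set separately per screening campaign, cut at about 2.9% in these data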;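 also: PERK kinase domain activated by AP20187 dimerizer at 100 nM; 0% = DMSO with dimerizer and 100% = rapamycin at 8.4 µM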
# Target sequence (Q9NZJ5 whole entry, looked up, the tested form may be a part): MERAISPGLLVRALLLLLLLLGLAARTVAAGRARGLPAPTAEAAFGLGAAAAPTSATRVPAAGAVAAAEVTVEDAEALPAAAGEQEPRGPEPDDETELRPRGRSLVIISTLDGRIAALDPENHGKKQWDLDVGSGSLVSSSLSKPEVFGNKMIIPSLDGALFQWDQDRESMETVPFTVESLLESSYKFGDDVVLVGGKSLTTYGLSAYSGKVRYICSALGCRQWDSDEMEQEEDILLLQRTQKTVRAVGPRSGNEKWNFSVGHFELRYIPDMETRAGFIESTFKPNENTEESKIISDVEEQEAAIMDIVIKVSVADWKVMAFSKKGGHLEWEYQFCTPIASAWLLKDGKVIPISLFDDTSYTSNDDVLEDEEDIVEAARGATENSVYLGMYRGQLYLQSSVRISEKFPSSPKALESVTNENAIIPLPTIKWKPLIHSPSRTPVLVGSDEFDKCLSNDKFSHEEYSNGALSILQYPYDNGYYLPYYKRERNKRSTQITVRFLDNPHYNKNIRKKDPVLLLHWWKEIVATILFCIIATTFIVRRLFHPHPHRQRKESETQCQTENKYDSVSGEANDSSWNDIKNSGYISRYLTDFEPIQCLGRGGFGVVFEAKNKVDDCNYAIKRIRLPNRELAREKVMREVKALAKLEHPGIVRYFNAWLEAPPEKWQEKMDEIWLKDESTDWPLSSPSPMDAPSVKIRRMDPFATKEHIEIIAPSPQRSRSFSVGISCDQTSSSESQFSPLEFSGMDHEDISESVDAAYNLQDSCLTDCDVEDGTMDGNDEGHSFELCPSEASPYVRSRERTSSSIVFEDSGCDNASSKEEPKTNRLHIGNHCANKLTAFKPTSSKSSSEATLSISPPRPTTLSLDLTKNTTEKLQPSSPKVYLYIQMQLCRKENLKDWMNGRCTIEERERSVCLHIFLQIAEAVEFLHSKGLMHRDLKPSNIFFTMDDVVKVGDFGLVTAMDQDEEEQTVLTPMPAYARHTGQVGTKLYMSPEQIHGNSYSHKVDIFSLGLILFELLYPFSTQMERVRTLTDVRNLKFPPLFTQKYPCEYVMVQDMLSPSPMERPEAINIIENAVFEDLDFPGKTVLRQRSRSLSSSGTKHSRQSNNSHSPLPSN
# An asterisk follows results filed as active; & = joins results of further samples.
No.	molecule	TRPML3 agonist	Ba/F3 V617F tox	Calpain2 inh	TRPN1 ag	S1P4 antag	S1P4 agonist	EP2 mod	BaF3 parental	PERK inh
1	CC(C)(C)NCc1cc(Cl)ccc1OCc1cccs1	0.5	3	24	0.4	-4	-2.9	12	10	0.0
2	CC(=O)Nc1ccc(Nc2ccc(N3C(=O)CCCC3=O)cc2[N+](=O)[O-])cc1	0.5	0	28	1.0	-3	0.6	5	7	1.2
3	O=S(=O)(Nc1ncccn1)c1ccc(Nc2ncnc3ccccc23)cc1	0.6	-3	-22	1.7	11	-1.2	26	0	1.1
4	CN(c1ccccc1)C(c1ccc(F)cc1)c1nnnn1CC1CCCO1 (stereo not given)	-2.1	4	5	-1.7	-20	-2.0	40	3	-1.3
5	Cc1cc(C)nc(NS(=O)(=O)c2ccc(Br)cc2)n1	0.6	1	36	-0.8	-8	4.4	16	1	0.0
6	O=[N+]([O-])c1ccc(-n2cccc2/C=N/Nc2nc(N3CCCCC3)nc(N3CCCCC3)n2)cc1	0.1	-2	-28	1.8	-10	2.8	3	3	0.4
7	CC(=O)NNc1nc(-c2ccccc2)c2cc(Br)ccc2n1	-0.5	3	7	1.5	-11	0.7	-2	2	-0.5
8	CC(=O)NC(Cc1cc(C)ccc1C)C(=O)N1CCN(C(=O)c2ccccc2Br)CC1 (stereo not given)	0.4	1	-13	0.6	5	-0.7	-10	1	-0.6

# Brought forward from above: two entries, followed by the next part.
No.	molecule	TRPML3 agonist	Ba/F3 V617F tox	Calpain2 inh	TRPN1 ag	S1P4 antag	S1P4 agonist	EP2 mod	BaF3 parental	PERK inh
7	CC(=O)NNc1nc(-c2ccccc2)c2cc(Br)ccc2n1	-0.5	3	7	1.5	-11	0.7	-2	2	-0.5
8	CC(=O)NC(Cc1cc(C)ccc1C)C(=O)N1CCN(C(=O)c2ccccc2Br)CC1 (stereo not given)	0.4	1	-13	0.6	5	-0.7	-10	1	-0.6
9	Cc1ccc(NC(=S)N(CCN2CCOCC2)Cc2ccccc2F)cc1	-0.3	3	18	1.4	-8	0.0	0	8	-0.4
10	O=S(=O)(Cc1cc(NCc2ccccc2)nc(-c2ccncc2)n1)c1ccccc1	1.2	1	-10	-0.5	3	-1.0	-13	7	1.1
11	CC1=C(C(=O)Nc2cc(-c3cccc(F)c3)[nH]n2)C2(CCCCC2)OC1=O	0.3	0	-33	2.8	5	-0.2	-1	8	-0.3
12	CC(=O)Cc1nsc(NC(=O)c2ccc(Br)o2)n1	0.5	-2	22	-0.4	-1	0.3	32	7	1.4
13	Cc1ccc(NC(=S)N(Cc2cccc(Br)c2)CC2CCC(C(=O)O)CC2)cc1Cl (stereo not given)	-0.5	2	-62	-1.6	-4	1.0	15	15	0.8
14	COCCN1C(=O)/C(=C/c2ccc(Oc3ccc([N+](=O)[O-])cn3)c(OC)c2)SC1=Nc1ccccc1	0.1	-1	-51	0.1	-10	-2.0	21	3	0.8
15	O=C(CNc1cccc2ccccc12)N/N=C/C(Br)=C/c1ccccc1	-0.3	-2	-1	-1.2	-5	-1.0	-35	3	1.0
16	COC(=O)CC(c1ccc(C#N)cc1)n1c(C)ccc1C (stereo not given)	0.5	1	-8	1.0	-15	-1.1	35	2	1.1

# Three entries drawn at random from the list so far, as already listed:
No.	molecule	TRPML3 agonist	Ba/F3 V617F tox	Calpain2 inh	TRPN1 ag	S1P4 antag	S1P4 agonist	EP2 mod	BaF3 parental	PERK inh
14	COCCN1C(=O)/C(=C/c2ccc(Oc3ccc([N+](=O)[O-])cn3)c(OC)c2)SC1=Nc1ccccc1	0.1	-1	-51	0.1	-10	-2.0	21	3	0.8
3	O=S(=O)(Nc1ncccn1)c1ccc(Nc2ncnc3ccccc23)cc1	0.6	-3	-22	1.7	11	-1.2	26	0	1.1
8	CC(=O)NC(Cc1cc(C)ccc1C)C(=O)N1CCN(C(=O)c2ccccc2Br)CC1 (stereo not given)	0.4	1	-13	0.6	5	-0.7	-10	1	-0.6

# The results go on:
No.	molecule	TRPML3 agonist	Ba/F3 V617F tox	Calpain2 inh	TRPN1 ag	S1P4 antag	S1P4 agonist	EP2 mod	BaF3 parental	PERK inh
17	O=C(O/N=C1\CCCc2ccccc21)c1cccs1	0.1	-3	35	-3.4	-7	2.1	-19	2	1.1
18	CN1C(=O)N(C)C2(c3ccccc3)Nn3c(s/c(=C/c4ccccc4F)c3=O)=NC12c1ccccc1 (stereo not given)	1.0	-4	2	-0.7	-19	-0.1	19	-2	-0.3
19	COc1cc(-c2ccc(Nc3ccccc3C(=O)O)c(OC)c2)ccc1Nc1ccccc1C(=O)O	0.2	-1	55*	0.7	-14	1.0	-14	2	0.5
20	COc1ccccc1CNc1ccc2nnc(CCNC(=O)c3ccccc3)n2n1	0.8	0	-13	-1.2	-17	1.3	18	7	0.3
21	CCC(C(=O)Nc1ccsc1C(=O)OC)c1ccccc1 (stereo not given)	-0.6	2	-5	-2.0	-45	-1.2	39	8	0.6
22	Cc1ccc(NC(=O)COC(=O)c2ccc(Cl)cc2)cc1S(=O)(=O)N(C)C	1.4	4	41	3.0	-15	0.3	-29	11	0.4
23	Cc1ccc(C(=O)NC2(O)C(=O)c3ccccc3C2=O)cc1C	0.5	3	-16	2.8	1	1.0	-64	3	0.9
24	CCOC(=O)CN(c1ccccn1)S(=O)(=O)c1ccc(OC)cc1	1.0	-4	-91	-0.8	-7	-0.1	10	2	1.9

# Entries by screen from the list.
# S1P4 agonist for entries 18 to 24, in order: -0.1, 1.0, 1.3, -1.2, 0.3, 1.0, -0.1
# PERK inh for entries 18 to 24, in order: -0.3, 0.5, 0.3, 0.6, 0.4, 0.9, 1.9
# TRPN1 ag for entries 18 to 24, in order: -0.7, 0.7, -1.2, -2.0, 3.0, 2.8, -0.8

# Other compounds.
No.	molecule	TRPML3 agonist	Ba/F3 V617F tox	Calpain2 inh	TRPN1 ag	S1P4 antag	S1P4 agonist	EP2 mod	BaF3 parental	PERK inh
25	N=C1/C(=C\c2ccc(SCc3ccccc3)o2)C(=O)N=C2SC=NN12	1.0	0	-22	1.1	-13	-0.4	-51	6	0.4
26	CC(C)N1CC(C(=O)O)CC1=O (stereo not given)	1.2	-2	10	-0.5	-6	-3.1	17	3	0.9
27	O=C(Cn1cnc([N+](=O)[O-])n1)N/N=C/c1cccc2ccccc12	0.6	-1	12	0.8	7	-0.3	-2	4	0.8
28	CCC(CC)C1C(C#N)=C(N)Oc2n[nH]c(-c3ccccc3)c21 (stereo not given)	-1.0	-3	-31	-0.5	3	-1.7	-16	1	0.2
29	CCOC(=O)c1[nH]c(C)c(C(=O)N2CCc3ccccc32)c1C	0.1	81*	5	2.1	6	-3.3	19	85*	-1.6
30	OCCNc1c2ccccc2nc2c(F)c(F)c(F)c(F)c12	1.0	2	-170	1.6	-1	5.5	-17	9	0.9
31	CC(=O)Oc1ccccc1C1C[C@]2(C)CC(=O)NC2N1C(C)=O (stereo not given in full)	1.1	-1	6	-0.3	6	-0.8	19	0	0.1
32	CCC(CC)C(=O)Nc1ccc(C)cc1O	-0.5	1	3	-0.9	-15	1.1	-6	4	-1.0

# 3 entries already listed, ordered by molar mass, falling.
No.	molecule	TRPML3 agonist	Ba/F3 V617F tox	Calpain2 inh	TRPN1 ag	S1P4 antag	S1P4 agonist	EP2 mod	BaF3 parental	PERK inh
27	O=C(Cn1cnc([N+](=O)[O-])n1)N/N=C/c1cccc2ccccc12	0.6	-1	12	0.8	7	-0.3	-2	4	0.8
31	CC(=O)Oc1ccccc1C1C[C@]2(C)CC(=O)NC2N1C(C)=O (stereo not given in full)	1.1	-1	6	-0.3	6	-0.8	19	0	0.1
32	CCC(CC)C(=O)Nc1ccc(C)cc1O	-0.5	1	3	-0.9	-15	1.1	-6	4	-1.0

# Next section.
No.	molecule	TRPML3 agonist	Ba/F3 V617F tox	Calpain2 inh	TRPN1 ag	S1P4 antag	S1P4 agonist	EP2 mod	BaF3 parental	PERK inh
33	CC1(C)Cc2nc3sc(C(=O)O)c(N)c3cc2CS1	0.7	4	-78	1.0	-16	0.6	3	3	0.0
34	COc1cccc(NCCC(=O)c2cccc([N+](=O)[O-])c2)c1	-0.4	5	6	-1.2	-1	-0.7	-17	9	-0.1
35	O=C(OCc1ccc2c(c1)OCO2)c1cccc(S(=O)(=O)N2CCCCC2)c1	0.3	-1	12	-0.5	-3	0.4	14	5	-1.6
36	O=C(CCS(=O)(=O)c1ccc(Br)cc1)Nc1ccc(Br)cc1F	-0.3	-7	6	-1.2	-5	-1.3	-14	4	1.9
37	Nc1nc(NCc2ccccc2)nc(NCc2ccccc2)c1[N+](=O)[O-]	0.5	0	0	0.8	-17	0.8	31	5	0.4
38	COc1cc(Cl)c(CC(=O)c2c[nH]c3ccccc23)cc1OC	2.3	-3	25	2.5	-7	-0.1	-23&32	-3	-0.3
39	Cc1cccc(NC(=O)c2sccc2-n2cccc2)c1C	-0.4	0	26	-1.9	-1	0.2	31	6	-0.6
40	CCc1ccc(NC(=O)COC(=O)CN2C(=O)COc3ccccc32)cc1	-0.3	0	3	-0.6	-3	-1.2	7	4	-0.1
41	Cc1ccnc(NC(NC(=O)C(C)C)(C(F)(F)F)C(F)(F)F)c1	0.3	3	13	-0.8	-2	0.4	18	3	0.0
42	CCS(=O)(=O)N1CCC(NC(=O)c2ccco2)CC1	0.2	-2	32	1.1	-6	-0.6	0&-21	-1	-0.1
43	O=C(COc1ccc(S(=O)(=O)N2CCCC2)cc1Cl)NC1CC1	-0.3	5	-61	2.0	-6	-1.7	15	7	0.6
44	Cn1c(=O)cc(C(=O)N/N=C/c2ccc(F)cc2)[nH]c1=O	0.3	-3	24	-0.5	1	1.4	-5	0	0.9
45	Cc1nc(N)sc1N=Nc1ccc(F)cc1	0.0	2	-74	-0.7	3	-0.9	-34	5	0.0
46	O=S(=O)(NC1CCN(Cc2ccccc2)CC1)c1cccc(S(=O)(=O)N2CCOCC2)c1	0.1	-3	-36	-0.3	5	-2.8	18&-31	4	-1.0
47	Cc1cc(C(=O)N/N=C/c2cccs2)n[nH]1	0.4	-2	-3	0.0	-15	0.9	-4	0	1.2
48	c1ccn2c(Cc3nnc4ccccn34)nnc2c1	1.0	0	-16	3.5	-6	0.3	9	3	0.8
49	O=S(=O)(Nc1ccccc1N1CCCCC1)c1cccs1	14*	6	13	-1.6	6	1.4	24	1	1.3
50	[O-]/[N+](=C\c1ccc(OC(F)F)cc1)c1ccccc1	0.1	5	1	0.9	4	-2.6	31	6	2.5
51	CCOC(=O)c1sc(-c2ccc(C(F)(F)F)cc2)nc1O	-0.3	-1	-43	0.2	38*	0.7	-17	3	0.5
52	CC(C)CCNC(=O)NC(=O)CN1C(=O)NC2(CCCCC2)C1=O	0.1	-6	-2	1.7	-11	-2.9	-4	-4	-1.0
